Runt-SMMHC FRET: inhibitors of RUNX1 Runt–CBFb-SMMHC binding, primary screen, biochemical, FRET, Cerulean-Runt, Venus-CBFb-SMMHC, uHTS | Runt-related transcription factor 1 (Homo sapiens) + Core-binding factor subunit beta … | Cerulean-Runt/Venus-CBFb-SMMHC FRET ratio 530/480, 1 h | inhibition, % at 20 µM | actives 0.74% (n = 220,000) | AID 1434, 2008;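 active = mean inhibition across duplicate retests at 20 µM reaching about 50%, limit read from the data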;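 also: 0% = DMSO wells and 100% = wells with excess untagged CBFb-SMMHC; inhibitors lower the FRET ratio by blocking Runt binding to CBFb-SMMHC; some results filed as inactive read as strong as hits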
TRPML3 ag: human TRPML3 channel agonists, primary screen, cell-based, HEK293 TRPML3-YFP, Fluo-8 calcium fluorescence, 3 µM. activation, % at 3 µM. Mucolipin-3 (Homo sapiens), Q8TDD5. 100% = the carbachol control signal. actives 0.29% (n = 220,000);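 active = activation above its plate's cutoff, the mean activation of the plate's test wells plus 3 SD, cut at about 12% in these data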;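 also: 0% = DMSO only wells and 100% = carbachol wells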
Target sequence (Q8TDD5 whole entry, looked up): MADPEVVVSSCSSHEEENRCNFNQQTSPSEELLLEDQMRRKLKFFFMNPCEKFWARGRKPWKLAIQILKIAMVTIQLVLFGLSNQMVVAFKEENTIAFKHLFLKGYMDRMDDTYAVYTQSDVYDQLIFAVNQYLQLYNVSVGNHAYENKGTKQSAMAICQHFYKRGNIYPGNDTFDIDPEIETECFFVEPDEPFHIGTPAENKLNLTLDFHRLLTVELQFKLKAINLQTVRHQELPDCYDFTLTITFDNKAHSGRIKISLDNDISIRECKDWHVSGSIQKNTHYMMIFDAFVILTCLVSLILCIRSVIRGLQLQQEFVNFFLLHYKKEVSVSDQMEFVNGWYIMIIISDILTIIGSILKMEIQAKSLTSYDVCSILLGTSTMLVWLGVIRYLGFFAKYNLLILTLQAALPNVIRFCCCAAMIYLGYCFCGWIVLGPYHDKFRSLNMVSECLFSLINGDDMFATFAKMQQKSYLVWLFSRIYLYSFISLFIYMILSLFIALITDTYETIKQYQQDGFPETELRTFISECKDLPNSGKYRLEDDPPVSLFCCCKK
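Test system: TRPML3-YFP stable HEK293 cells. Doses: single point at 3 µM. Incubation: dye loading 1 h 37 °C then 30 min ambient, 125 s read. Signal: Fluo-8 calcium dye fluorescence, ex 470-495, em 515-575 nm. Measure: percent activation from peak-to-basal fluorescence ratio, scaled between DMSO and carbachol.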
TNF death inh: inhibitors of TNF-alpha triggered necroptosis, primary screen, cell-based, Jurkat FADD-/-, single concentration. Jurkat FADD-/- TNF necroptosis rescue, ATP luminescence, 24 h; 0 = TNF only, 100 = no-TNF cells. activation (protection from cell death), % at 10 µM. actives 0.068% (n = 220,000);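 active = activation, meaning protection from cell death, of at least 50% relative to plate controls; inactive = activation below 50%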;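 also: necroptosis triggered by 40 ng/mL TNF-alpha added together with compound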
TRPN1 ag: zebrafish TRPN1 channel agonists, primary screen, cell-based, HEK293, calcium fluorescence. transient receptor potential cation channel N1 (TRPN1/NompC), Danio rerio. HEK293 zebrafish TRPN1-YFP, Fluo-8 calcium fluorescence; 100% = response to 87 µM carbachol. activation, % at 3 µM. actives 0.18% (n = 220,000);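 active = activation above its plate's cutoff, the mean activation of test wells on that plate plus 3 SD, cut at about 19% in these data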;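 also: 0% = DMSO alone and 100% = 87 µM carbachol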
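System: zebrafish TRPN1-YFP in HEK293 cells / Dosing: 3 µM single point / Timing: dye loading 1 h at 37 °C, then 30 min room temperature / Signal: Fluo-8 calcium fluorescence, excitation 470-495 nm, emission 515-575 nm / Read-out basis: percent activation from peak over basal fluorescence ratio, control-normalized / Control set: high carbachol 87 µM, low DMSO alone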
EBV gp42 block: Epstein-Barr virus gp42 inhibitors, primary screen, biochemical, uHTS, fluorescence polarization; Glycoprotein 42 (Epstein-Barr virus (strain AG876)), Q1HVG2; Fluorescence polarization binding assay, mP read-out; inhibition, % (tested at 21.74 µM); actives 0.42% (n = 220,000); AID 1085, 2008; in the data active = inhibition above about 50%
CHOP inh: inhibitors of CHOP promoter induction, primary screen, cell-based, unfolded protein response, luciferase reporter; CHO-K1 CHOP-promoter luciferase, tunicamycin-induced, 15-18 h; inhibition, % at 10 µM; actives 3.8% (n = 220,000); AID 2732, 2010;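 active = compounds that reduced the stress-induced luciferase reporter signal by more than about 70% of percent inhibition, limit read from the data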;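 also: 0% = tunicamycin plus vehicle and 100% = wells without tunicamycin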
PPC-1+TRAIL kill: compounds killing PPC-1 cancer cells with TRAIL present, primary screen, TRAIL potentiator project, ATPLite luminescence, uHTS. cell killing (% activity), % at 4 µM. PPC-1 cells + TRAIL, ATPLite viability luminescence. actives 0.41% (n = 220,000);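 active = cell killing above 50% in the first pass at 4 µM, then a duplicate retest at 5 µM averaging 50% or more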;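 also: plate controls were cells with TRAIL plus DMSO for no effect and medium-only wells lacking cells for full effect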
MDM2 E3 inh: MDM2-luciferase reporter signal enhancers, primary screen, MDM2 E3 ligase inhibitor project, cell-based, luminescence, 1536-well; signal enhancement, % at 5 µM; AID 1230, 2008; E3 ubiquitin-protein ligase Mdm2 (Homo sapiens), Q00987; actives 0.11% (n = 210,000); cell-based MDM2 ubiquitination luciferase reporter, 2 h; 0 = plate control, 100 = twice control, blank-subtracted;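 active = signal enhancement of 30% or more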;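 also: luminescence tracks abundance of the self-degrading MDM2-luciferase fusion protein; higher signal means inhibition of MDM2 E3 ligase activity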
Target sequence (Q00987 whole entry, looked up, the tested form may be a part): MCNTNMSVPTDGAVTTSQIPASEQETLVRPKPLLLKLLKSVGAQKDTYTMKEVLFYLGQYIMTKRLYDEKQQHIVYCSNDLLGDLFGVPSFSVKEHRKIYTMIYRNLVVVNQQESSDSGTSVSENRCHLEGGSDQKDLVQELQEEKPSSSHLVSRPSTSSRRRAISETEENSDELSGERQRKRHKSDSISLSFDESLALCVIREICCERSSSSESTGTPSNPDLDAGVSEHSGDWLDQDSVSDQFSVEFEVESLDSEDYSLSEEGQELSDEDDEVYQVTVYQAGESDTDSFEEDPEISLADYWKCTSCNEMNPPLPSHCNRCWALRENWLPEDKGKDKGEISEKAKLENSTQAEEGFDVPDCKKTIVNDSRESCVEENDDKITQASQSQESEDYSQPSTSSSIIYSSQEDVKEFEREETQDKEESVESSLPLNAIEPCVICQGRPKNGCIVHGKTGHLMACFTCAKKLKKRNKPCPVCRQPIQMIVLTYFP
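test system = mammalian cells stably expressing self-ubiquitinating, self-degrading MDM2 E3–luciferase fusion | quantity = 2000 cells/well | incubation = cell settling 4 h, compound treatment 2 h, both 37 °C | signal = luminescence with SteadyLite reagent, 15 min at room temperature | evaluation = % enhancement relative to plate controls after blank subtraction | benchmarks = plate controls and plate blanks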
NCF1 inh: p47phox/p22phox peptide binding inhibitors, primary screen, biochemical, uHTS, NADPH oxidase regulatory subunit. Neutrophil cytosol factor 1 (Homo sapiens), P14598. fluorescence polarization, 2 h. inhibition, % at 24.7 µM. actives 0.53% (n = 220,000). AID 1274, 2008;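 active = inhibition above about 30%, limit read from the data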;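 also: 0% = p47phox with labelled peptide and 100% = labelled peptide alone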
* hit, by the source's call; . = no result given. No enrichment for hits (roughly 5.9% active in at least one column).

SMILES	Runt-SMMHC FRET	TRPML3 ag	TNF death inh	TRPN1 ag	EBV gp42 block	CHOP inh	PPC-1+TRAIL kill	MDM2 E3 inh	NCF1 inh
COc1ccc(C(=O)N2CCOCC2)cc1Br	-1.1	0.7	-0.5	0.9	-6.7	13.1	-0.2	4.5	-5.9
CC(=O)c1cccc(NC(=O)CO/N=C2/CCCc3nonc32)c1	-4.9	1.0	1.3	1.9	-4.3	15.5	23.5	-14.9	-2.6
Cc1nc(C)c(C(=O)Nc2cccc(Cl)c2)o1	-4.5	0.1	-0.7	1.2	-26.7	6.6	2.0	-5.1	-3.9
Cc1cc(C)n(-c2nc(-c3ccc(Cl)c(Cl)c3)cs2)n1	0.0	-0.2	-3.5	1.2	-17.0	15.0	0.7	-11.4	-3.8
CCc1nnc(NC(=O)CCn2cnc3ccccc3c2=O)s1	2.3	0.5	-0.8	-1.6	8.4	-2.7	7.9	-12.6	0.4
O=C(c1n[nH]c2ccccc12)N1CCCCC1	-0.4	-1.0	0.0	1.6	6.4	2.5	2.3	-17.9	4.5
CCCCCC(=O)OCCc1c(C)nc2nc[nH]n2c1=O	1.9	1.1	0.2	0.9	11.4	10.1	-8.1	-22.2	6.8
CCNC(=O)NC(=O)COC(=O)CNC(=O)COc1ccccc1	-0.4	1.1	2.2	-0.4	-10.8	9.8	5.4	-17.6	-8.7
Cc1ccc(/C=C2\SC(=S)N(C3CCS(=O)(=O)C3)C2=O)o1 (centres undefined)	-34.6	0.0	3.6	1.1	-38.6	-2.3	28.5	-4.6	-19.6
CCOC(=O)CN1C(c2ccc(O)cc2)Nc2ccc(Br)cc2C1c1ccccc1 (centres undefined)	5.5	-1.1	0.6	-1.7	-10.2	107.7*	6.3	.	-4.1
COc1cccc(NC(=S)NN2C(C)CCCC2C)c1 (centres undefined)	5.2	-0.3	5.3	-0.7	-7.1	25.2	16.2	-18.4	0.4
CCC1(C(=O)OC)NC(c2cccc(F)c2)C2C(=O)N(C)C(=O)C21 (centres undefined)	.	0.8	-1.0	0.7	-18.6	-40.2	.	0.5	-13.8
COc1ccc(N(C(C)C(=O)NN=C2CCCC2)S(C)(=O)=O)cc1 (centres undefined)	0.8	0.1	0.1	0.7	0.1	5.6	4.2	-26.9	4.4
NC(=O)c1cnn2c(-c3cccc(C(F)(F)F)c3)ccnc12	-2.7	0.7	-3.1	-1.4	-20.5	32.4	9.4	-7.4	-7.4
CC(C)CNC(=O)COC(=O)/C=C/c1ccccc1[N+](=O)[O-]	2.8	-0.1	-1.8	-0.5	-16.2	15.9	5.4	1.8	-13.1
COC(=O)[C@H](CC(C)C)NC(=O)N1CCCCC1C (some centres undefined)	-1.3	0.7	-0.8	-0.2	-5.5	16.1	8.6	-11.0	-9.0
COc1ccc(N=Cc2cccc(C)c2O)cc1Cl	-2.8	-0.1	0.0	-0.3	-10.0	24.7	-3.9	-11.3	-9.5
COC(=O)c1cc(C(=O)Nc2ccc(S(=O)(=O)NC(C)(C)C)cc2)cc([N+](=O)[O-])c1	-3.0	0.8	1.1	-0.1	-14.2	55.8	20.8	-11.0	-3.3
CC(C)(O)C1=NOC(c2ccccc2)C1 (centres undefined)	-1.7	1.0	-0.1	0.1	-12.7	9.7	15.5	3.1	-2.1
Cn1cnc([N+](=O)[O-])c1Sc1ncn[nH]1	0.7	0.6	-0.6	-1.3	-3.6	16.0	4.1	1.8	6.2

Exported bar-delimited: entries from further up
structure | Runt-SMMHC FRET | TRPML3 ag | TNF death inh | TRPN1 ag | EBV gp42 block | CHOP inh | PPC-1+TRAIL kill | MDM2 E3 inh | NCF1 inh
Cc1cc(C)n(-c2nc(-c3ccc(Cl)c(Cl)c3)cs2)n1 | 0.0 | -0.2 | -3.5 | 1.2 | -17.0 | 15.0 | 0.7 | -11.4 | -3.8
COc1ccc(N(C(C)C(=O)NN=C2CCCC2)S(C)(=O)=O)cc1 (centres undefined) | 0.8 | 0.1 | 0.1 | 0.7 | 0.1 | 5.6 | 4.2 | -26.9 | 4.4
COC(=O)c1cc(C(=O)Nc2ccc(S(=O)(=O)NC(C)(C)C)cc2)cc([N+](=O)[O-])c1 | -3.0 | 0.8 | 1.1 | -0.1 | -14.2 | 55.8 | 20.8 | -11.0 | -3.3
COc1cccc(NC(=S)NN2C(C)CCCC2C)c1 (centres undefined) | 5.2 | -0.3 | 5.3 | -0.7 | -7.1 | 25.2 | 16.2 | -18.4 | 0.4
Cc1ccc(/C=C2\SC(=S)N(C3CCS(=O)(=O)C3)C2=O)o1 (centres undefined) | -34.6 | 0.0 | 3.6 | 1.1 | -38.6 | -2.3 | 28.5 | -4.6 | -19.6
CCNC(=O)NC(=O)COC(=O)CNC(=O)COc1ccccc1 | -0.4 | 1.1 | 2.2 | -0.4 | -10.8 | 9.8 | 5.4 | -17.6 | -8.7

Next part
SMILES	Runt-SMMHC FRET	TRPML3 ag	TNF death inh	TRPN1 ag	EBV gp42 block	CHOP inh	PPC-1+TRAIL kill	MDM2 E3 inh	NCF1 inh
COCCNC(=S)N1CCN(C/C=C/c2ccccc2)CC1	3.1	1.5	0.3	-0.1	-5.8	15.5	1.3	3.5	.
COc1ccc(C(=O)Oc2ccc(F)cc2C(=O)/C=C/c2ccc(OC)c(OC)c2)cc1	-8.2	0.1	-5.2	-0.2	-23.8	27.1	23.2	-3.1	-9.2
O=C(Nc1ccc(C(F)(F)F)cc1)c1csc(-c2ccncc2)n1	0.8	1.1	0.7	3.3	-9.1	12.0	-10.4	-4.4	-0.6
CCOC(=O)c1cc(NC(=O)CSCCO)ccc1Cl	4.1	0.2	3.2	0.3	-7.8	5.8	-31.3	-14.4	-15.1
CCCC(C)NC(=O)CSc1nc(-c2ccccc2)cn1N (centres undefined)	2.4	0.5	-0.3	-0.2	6.0	-17.1	2.0	-7.3	-8.2
CCOc1ccc(S(=O)(=O)N2CCN(c3ccccc3F)CC2)c2cccnc12	3.1	-0.9	0.2	-1.5	-1.7	23.7	20.7	-0.4	-12.4
CCCCOc1ccc(Nc2cc(Cl)ccc2C(=O)O)cn1	-5.3	-0.1	-0.6	-0.3	10.9	9.2	13.4	-7.9	-5.9
Cc1ccc(NC(=O)COC(=O)C2CC2(Cl)Cl)cc1C (centres undefined)	-6.2	0.7	-0.8	0.0	-4.0	-2.3	24.0	2.1	1.8
O/N=C/c1ccc(-c2cc(Cl)ccc2Cl)o1	3.4	0.6	0.8	0.3	-17.2	95.6*	6.6	-6.5	-15.8
CN1C(=O)CSC1=NCC12CC3CC(CC(C3)C1)C2	2.1	0.6	0.3	-0.3	-6.6	104.7*	7.9	-16.5	-2.9
Cc1ccc(C(=O)NCCc2ccc(S(=O)(=O)N3CCCC3)cc2)cc1	-1.1	-0.9	1.6	-1.5	0.1	-5.4	11.6	0.1	-3.0
CC(NC(=O)c1ccccc1)c1nnc(SCc2nc3ccccc3c(=O)[nH]2)n1C (centres undefined)	-1.5	1.1	1.2	-0.6	-4.4	6.8	21.5	-0.4	-10.7
CCOC(=O)c1oc2ccc(CNCCO)c(Cl)c2c1C	-31.7	0.6	2.2	0.2	-12.8	16.6	-4.7	-22.5	0.9
S=c1cnc2ccccc2[nH]1	-7.2	0.5	0.5	-0.4	-15.2	-8.7	5.3	0.7	-4.4
C=C(C)C1CC=C(C)/C(=N/NC(=O)c2ccc(NC(=O)CC)cc2)C1 (centres undefined)	-2.0	0.3	-0.2	-1.1	-7.4	7.2	10.0	.	-11.3
O=C(Nc1nnc(CC2=CCCCC2)s1)c1cccs1	2.2	-0.3	1.4	-0.6	1.9	44.7	2.8	-16.2	-1.0
CN(C(=O)CSc1nnc(-c2ccccc2)n1C)C1CCS(=O)(=O)C1 (centres undefined)	1.5	0.8	1.1	0.7	-9.6	12.4	-12.0	-23.8	8.7
CCOC(=O)CCCNC(=O)COC(=O)CCC(=O)c1ccc(F)cc1	0.6	-0.5	-0.4	0.0	-26.0	4.0	3.2	-15.1	-12.6
Cc1ccc(NC(=O)CSc2nc(O)c(Cc3ccccc3)c(=O)n2-c2ccccc2)cc1	2.7	-0.3	1.9	0.9	-14.6	5.7	12.3	-11.7	-3.4
CCCCCC(=O)Nc1ncc2c(n1)CC(c1cccs1)CC2=O (centres undefined)	-4.7	0.2	0.6	-2.4	-15.2	22.7	3.8	-17.4	-7.1
CCN1/C(=C2/OC(=S)N(C)C2=O)Sc2ccccc21	39.9	0.0	0.0	0.2	-22.2	23.0	-3.6	-0.7	-17.5
CCOC(=O)CSc1ncnc2c1nnn2-c1ccc(F)cc1	3.1	0.0	0.4	0.9	1.9	46.9	-17.5	-11.6	6.3
C=CCOc1c(Br)cc(/C=N/O)cc1OCC	0.9	-0.1	0.2	-2.8	-16.6	58.4	13.3	15.0	-0.6
CC(=O)NNC(=O)C(O)(c1ccccc1)c1ccccc1	-0.7	0.9	-2.7	-0.1	-8.8	-5.4	-5.3	-15.8	-14.0
Nc1nc(-c2cccnc2)nn1C(=O)c1ccc(F)cc1	-2.3	2.6	0.6	0.3	-1.6	22.2	6.6	-8.7	.
CC(NCC1COc2ccccc2O1)C(=O)NCc1ccccc1 (centres undefined)	1.4	0.6	0.3	-0.7	-6.2	-2.4	10.4	-23.0	-11.4

Assay outcomes as filed in PubChem.
